aDG glyco act – activators of alpha-DG glycosylation, primary screen, uHTS, Pro5-aDG cells, AlphaScreen | 360,000 tested, 0.22% active | AID 624168, 2012 | activation, % at 10 µM | alpha-DG glycosylation AlphaScreen (IIH6); 0% Pro5, 100% B10-LARGE cell signal;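 active = activation of at least 8% versus controls, or a plate z-score of at least 8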;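 note: Pro5 are CHO cells carrying HIG-tagged alpha-DG that lacks glycosylation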
hiPSC survival – enhancers of single-cell hiPSC survival, primary screen, ATPlite luminescence | survival enhancement, % at 20 µM | 360,000 tested, 0.044% active | 100% = ROCK inhibitor wells, 0% = DMSO; in the data active = survival enhancement above about 18%;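 note: cells exposed to compounds for 16 hours before the ATP read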
Shn3 3UTR inh – reduction of Shn3 3'UTR firefly luciferase signal, primary screen, Schnurri-3 inhibitor project, cell-based, Clone20 osteoblasts, set 2 | Clone20 osteoblast Shn3 3'UTR firefly luciferase, 24 h | inhibition, % at 12.5 µM | 360,000 tested, 0.52% active | AID 588674, 2011;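 active = mean inhibition of at least 75% with every replicate also reaching 75%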;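 note: 0% = median of neutral control wells and 100% = pilot-screen positive control compound; some compounds past the cut are filed as inactive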
Peg3 prom inh – Peg3 promoter-driven luciferase inhibitors, primary screen, cell-based, HeLa, luciferase luminescence | HeLa PEG-Prom luciferase reporter, overnight | inhibition, % at 20 µM | 360,000 tested, 1.7% active | AID 588405, 2011;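 active = inhibition of at least 50% at 20 µM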
TWEAK-Fn14 inh – inhibitors of TWEAK-Fn14 signaling, primary screen, luciferase reporter cells, uHTS; TWEAK-stimulated Fn14 reporter cells, luciferase luminescence, 8 h; inhibition, % at 10 µM; 360,000 tested, 2% active; AID 1159606, 2016; in the data active = inhibition above about 50%
CF NFkB block – inhibitors of PAF-induced NF-kB signaling, primary screen, cell-based, GFP fluorescence, uHTS. 360,000 tested, 0.86% active. AID 588850, 2011. KKLEB NF-kB-GFP reporter, GFP fluorescence overnight. inhibition, % at 5 µM;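 active = at least 50% inhibition at 5 µM, scaled per plate between neutral and stimulator controls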;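 note: PAF is a Pseudomonas aeruginosa culture filtrate used as stimulus; plate controls were PAF-stimulated DMSO wells for no effect and unstimulated DMSO wells for full effect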
MITF TRPM1 inh – inhibitors of MITF-dependent TRPM1 promoter reporter, primary screen, cell-based, SK-MEL-5, single point, luciferase. SK-MEL-5 TRPM1 promoter luciferase, 24 h. inhibition, % at 12.5 µM. 330,000 tested, 0.83% active. AID 488899, 2010;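 active = mean inhibition across replicates of 60% or more, whatever share of single replicates reaches that level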; note: values of inactives mirror those of a sister screen read the other way
NR2E3 ag-1 – inhibitors of NR2E3-RetCOR corepressor binding, primary screen, NR2E3 agonist project, biochemical, TR-FRET, GST-NR2E3, biotin-RetCOR | Photoreceptor-specific nuclear receptor (Homo sapiens), Q9Y5X4 | 1536-well | inhibition of corepressor binding, % at 4.78 µM | 320,000 tested, 0.12% active | AID 2300, 2010;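 active = percent inhibition above the cutoff of mean plus 3 SD of all tested compounds, set per screening campaign, cut at about 20% in these data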;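 note: 0% = DMSO wells and 100% = biotin wells as full block of FRET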
Target sequence (Q9Y5X4 whole entry, looked up): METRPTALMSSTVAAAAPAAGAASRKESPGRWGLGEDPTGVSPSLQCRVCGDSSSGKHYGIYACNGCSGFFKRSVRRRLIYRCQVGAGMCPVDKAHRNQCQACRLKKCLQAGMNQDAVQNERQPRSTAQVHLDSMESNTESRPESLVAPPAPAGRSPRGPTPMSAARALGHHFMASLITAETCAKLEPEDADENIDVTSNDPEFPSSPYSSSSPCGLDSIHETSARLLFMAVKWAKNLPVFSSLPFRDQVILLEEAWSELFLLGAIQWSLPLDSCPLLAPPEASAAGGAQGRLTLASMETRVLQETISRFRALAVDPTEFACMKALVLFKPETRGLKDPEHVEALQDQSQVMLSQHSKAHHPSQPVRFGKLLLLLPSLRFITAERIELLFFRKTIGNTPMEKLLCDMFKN
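System: GST-tagged NR2E3 plus biotinylated RetCOR corepressor; Amount: 1.35 nM GST-tagged NR2E3 final; Dosing: single nominal compound dose of 4.8 µM; Schedule: 5 h incubation at 4 °C; Technique: TR-FRET with europium anti-GST and streptavidin-D2, 340 nm excitation; Controls: biotin wells as high control, 0.6% DMSO wells as low control.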
NR2E3 ag-2 – NR2E3 agonists in two-hybrid cells, primary screen, cell-based, luminescence, CHO-S, Gal4-NCOR/VP16-NR2E3; 360,000 tested, 0.35% active; luciferase; inhibition of corepressor binding, % at 3.98 µM; Photoreceptor-specific nuclear receptor (Homo sapiens), Q9Y5X4; AID 602229, 2012;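 active = inhibition above the mean of all tested compounds plus 3 SD, cut at about 70% in these data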;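 note: 0% = DMSO with NR2E3 transfected cells and 100% = cells lacking NR2E3 construct; higher means lower luciferase signal from less NR2E3 corepressor binding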
KKLEB cytotox – cytotoxicity in KKLEB CF airway cells, primary screen, cytotoxicity control for CF NF-kB inhibitor project, cell-based, uHTS, fluorescence assay plates; KKLEB CF airway cells viability, ATPlite luminescence, overnight; active compounds read low; cells stimulated with P. aeruginosa culture filtrate; activity change (cytotoxicity), % at 5 µM; 360,000 tested, 0.36% active; AID 602141, 2011;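 active = corrected activity change at or below -50% at 5 µM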
HIF-2a inh – HIF-2a reporter inhibitors, primary screen, luminescence, 786-0 RCC cells. 786-0 RCC cells HIF-2a reporter, luciferase luminescence, overnight. inhibition, % at 18.8 µM. 360,000 tested, 0.72% active;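 active = inhibition of the luminescence signal of 40% or more relative to plate controls, in a single-dose primary screen at 18.75 µM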
Numbers without * were called inactive; nt = no result given. Compounds as they come; about 4.4% have a hit in one of these screens.

SMILES	aDG glyco act	hiPSC survival	Shn3 3UTR inh	Peg3 prom inh	TWEAK-Fn14 inh	CF NFkB block	MITF TRPM1 inh	NR2E3 ag-1	NR2E3 ag-2	KKLEB cytotox	HIF-2a inh
CCn1c(SCC(=O)N2CCCC2)nnc1-c1ccco1	0.1	-0.2	-9	0	5	-12	-1	-1	4	7	3
COC(=O)Cc1ccc(NC(=O)c2ccc(C(C)(C)C)cc2)cc1	0.3	-4.3	73	-44	45	5	59	0	56	-8	90*
O=C(O)c1ccccc1NCCO	-0.1	-0.3	-15	7	4	7	-11	0	-5	-6	9
Cc1ccc(S(=O)(=O)N2CCCCC2)cc1NC(=O)CCNC(=O)c1ccc([N+](=O)[O-])cc1	0.3	-0.2	9	-1	0	-14	7	nt	4	3	12
O=S(=O)(c1ccc(Nc2ccc(-c3ccc4c(c3)OCCO4)nn2)cc1)N1CCCC1	-0.1	-0.1	-26	-21	-66	19	-25	-2	-37	-2	-127
Cc1ccccc1-c1nc(CS(=O)(=O)CC(=O)NCCCN2CCCC2)c(C)o1	-0.1	-1.0	-14	4	16	10	-9	1	5	0	3
Cn1c(=O)c2c(nc(SCC(=O)O)n2Cc2cccc(C(F)(F)F)c2)n(C)c1=O	0.1	7.0	11	14	9	-6	2	1	-2	7	13
O=S(=O)(Nc1cccc2cn[nH]c12)c1ccc(F)cc1	0.0	-1.0	nt	5	4	-14	1	3	-29	4	7
Cn1cnnc1SCC(=O)N1CCC(Cc2ccccc2)CC1	-0.4	-1.2	-5	-2	0	-6	-9	1	-2	8	-3
O=C(CSc1nnc2n1CCCCC2)NCc1ccccc1	-0.1	-2.1	-42	9	-4	-2	nt	nt	-4	-2	7
COc1cccc(NC(=O)Cn2c(=O)n(-c3ccccc3)c(=O)c3sccc32)c1	0.0	0.5	nt	-9	7	4	5	3	4	-8	8
CCCN(CCC)Cc1c(C(=O)N/N=C/c2ccsc2)nnn1-c1nonc1N	0.3	0.6	12	4	-19	7	8	6	-31	3	3
CC(C)NC(=O)C(C)n1cccc1C(=O)c1ccccc1 (centres undefined)	0.7	2.7	-4	-161	0	-8	7	0	-5	4	-1
COc1ccccc1CCNC(=O)C(=O)NCCC1CCCCN1S(=O)(=O)c1cccs1 (centres undefined)	0.1	-0.4	42	18	-1	8	-4	0	-3	-5	22
C[C@@H](CSc1ccccc1)CN1CC[C@H](O)CCC1=O	0.1	-1.0	-1	6	14	-4	-11	2	2	-11	1
COCCCNC(=O)Cn1c(=O)n(Cc2ccc(F)cc2)c(=O)c2sccc21	0.0	-0.4	-8	13	-8	17	3	1	14	8	24
CCOc1ccc(S(=O)(=O)N2CCC(C(=O)OC(C)C(=O)NC3CCCCC3C)CC2)cc1 (centres undefined)	-0.2	-0.4	-5	9	6	-28	8	2	-2	6	13
O=C(O)c1cc([N+](=O)[O-])ccc1NCc1ccccc1Cl	0.3	-0.2	-23	-89	26	21	13	2	4	-6	20
Cc1cccc(NC(=O)NNC(=O)COc2ccc3ccccc3c2)c1	-0.2	0.6	18	28	1	-4	3	-1	-16	-6	6
COc1ccc(C2C(C(=O)NC(C)C)c3ccccc3C(=O)N2C)cc1OC (centres undefined)	-0.2	-1.6	6	2	-9	2	5	3	-10	-5	4
Cc1cccc(OCC(=O)N/N=C\c2cc3c(cc2[N+](=O)[O-])OCO3)c1C	0.2	2.1	38	18	-13	-7	1	3	5	5	12
O=C1CCc2cc(S(=O)(=O)N3CCN(c4cccc(Cl)c4)CC3)ccc2N1	0.0	-2.2	-10	0	-19	-8	3	0	1	-12	13
O=C(Nc1ccc(S(=O)(=O)Nc2ncccn2)cc1)c1ccccc1Br	0.0	-0.4	8	-6	2	2	-16	0	-21	5	15
Cc1c(NS(=O)(=O)c2cc(C(=O)NC(C)c3ccccc3)ccc2Cl)c(=O)n(-c2ccccc2)n1C (centres undefined)	-0.1	-0.3	2	19	5	2	11	nt	-1	4	1
Cc1cccc(S(=O)(=O)N2CCN(Cc3ccc4c(c3)OCO4)CC2)c1	0.1	0.8	-6	-10	-1	-12	2	0	-10	0	5
CN(c1ccccc1)S(=O)(=O)c1cccc(NS(=O)(=O)c2ccc(/C=C/C(=O)O)cc2)c1	-0.1	3.5	2	1	-6	-4	3	4	-2	0	17
CCOc1ccc(C(C(=O)NCCC(C)C)N(CCO)C(=O)c2snc(C(N)=O)c2N)cc1 (centres undefined)	0.1	-0.6	9	10	-6	-18	4	0	-12	6	13
O=[N+]([O-])c1cccc(-n2cc3ccc([N+](=O)[O-])cc3n2)c1	0.0	-2.1	-38	-154	-22	-62	-36	0	-91	16	-110
COc1ccc(CNC(=O)Cn2cncn2)cc1OC	-0.1	1.6	-17	8	-6	-3	-8	0	12	-1	15
COc1ccc(-n2cnc3scc(-c4ccc(OC)c(OC)c4)c3c2=O)cc1	0.4	3.3	6	19	14	11	0	1	32	-4	24

Part of the list above, showing only Peg3 prom inh and hiPSC survival.
canonical_smiles,Peg3 prom inh,hiPSC survival
COc1ccccc1CCNC(=O)C(=O)NCCC1CCCCN1S(=O)(=O)c1cccs1 (centres undefined),18,-0.4
CCOc1ccc(C(C(=O)NCCC(C)C)N(CCO)C(=O)c2snc(C(N)=O)c2N)cc1 (centres undefined),10,-0.6
Cn1c(=O)c2c(nc(SCC(=O)O)n2Cc2cccc(C(F)(F)F)c2)n(C)c1=O,14,7.0
O=C(Nc1ccc(S(=O)(=O)Nc2ncccn2)cc1)c1ccccc1Br,-6,-0.4

The listing continues:
SMILES	aDG glyco act	hiPSC survival	Shn3 3UTR inh	Peg3 prom inh	TWEAK-Fn14 inh	CF NFkB block	MITF TRPM1 inh	NR2E3 ag-1	NR2E3 ag-2	KKLEB cytotox	HIF-2a inh
Cc1ccc(-c2cc(C(=O)Nc3ccc(S(=O)(=O)Nc4ncccn4)cc3)[nH]n2)c(O)c1C	-0.1	0.2	-12	-63	-14	-13	-16	3	-13	10	-7
Cc1ccc(/C=N/NC(=O)c2cccc([N+](=O)[O-])c2)o1	-0.1	0.4	6	-14	-6	-4	3	4	-11	-12	2
O=C(OCc1cnc(Cl)s1)c1c(F)cccc1F	0.2	1.9	-7	5	-6	-3	-17	4	-11	2	9
O=P(C(=NCCO)NO)(N1CCOCC1)N1CCOCC1	0.0	-0.2	7	7	-17	0	2	0	-5	-2	5
Cc1ccccc1NC(=O)COC(=O)c1cc[n+]([O-])cc1	0.1	-0.3	-94	-6	-6	18	-3	-5	-14	-12	-3
COc1ccc(C2NC(=O)CCC2[N+](=O)[O-])cc1OC (centres undefined)	-0.1	1.0	5	15	10	-3	-9	0	9	0	9
CN1CCN(CCCNC(=O)c2cc3c(=O)oc4ccccc4c3s2)CC1	-0.3	-1.4	10	8	-1	5	6	0	0	1	6
CC1=C(C(=O)N2CCCCCC2)CC(CC(=O)NCCCN(C)C)C(=O)N1Cc1ccccc1 (centres undefined)	-0.1	-0.7	3	10	-7	-4	nt	nt	0	8	-3
COc1ccc(NC(=O)NCc2ccncc2)cc1	-0.2	0.6	-29	4	7	2	6	-2	-22	-37	2
CCCC1(c2ccccc2)NC(=O)N(C/C=C/Cl)C1=O (centres undefined)	-0.1	1.3	20	17	6	-19	-8	-3	-2	-1	15
O=C(c1ccccc1)C(O)C(c1ccccc1)N1CCOCC1 (centres undefined)	-0.1	-0.2	1	-28	4	-2	12	-6	-12	4	9
CCOC(=O)c1[nH]c(C)c(C(=O)N2CCN(c3ccc(OC)cc3)CC2)c1C	-0.1	1.0	3	0	-4	-6	2	-4	0	2	12
CSCC[C@H](NC(=O)[C@@H]1Cc2ccccc2CN1)C(=O)NC1CCCCC1	-0.1	-0.2	-9	-9	-1	-8	-1	1	-1	-3	-10
CCOC(=O)N1CCN(S(=O)(=O)c2cc(Br)cc3c2N(C(=O)CC)CC3)CC1	-0.3	0.0	-8	3	-17	-1	-1	2	-8	-8	0
COc1ccc(CCNC(=O)c2cc(C(C)C)on2)cc1OC	-0.1	1.5	-2	-13	-11	18	nt	2	8	-2	-4
CC(=O)c1c(C)[nH]c(C(=O)COC(=O)CN(C)S(=O)(=O)c2ccc(Cl)cc2)c1C	0.0	1.5	-1	8	-4	6	-7	1	-4	-6	3
O=C(CCNS(=O)(=O)c1cccc2nsnc12)N1CCc2ccccc21	0.0	0.2	21	-1	-7	8	-8	-1	-7	4	16
COc1ccc(Sc2ccccc2CN(C)C)cc1OC	0.0	-4.4	11	11	-29	-16	1	3	-19	10	2
CC1CC(=O)N(C)c2ccc([N+](=O)[O-])cc2N1 (centres undefined)	0.1	1.1	-6	-6	-14	-20	3	1	19	11	7
COc1cccc(C2/C(=C(\O)c3ccc4c(c3)OCCO4)C(=O)C(=O)N2CCN(C)C)c1 (centres undefined)	0.3	1.0	-4	-8	-7	-11	-8	-3	-23	5	-19
Clc1ccc(-c2nnc(-c3cccnc3)o2)cc1	0.0	-0.2	-87	-208	-24	-16	-49	1	-39	8	-228
Cc1cc(=O)oc(C)c1C(=O)NC12CC3CC(CC(C3)C1)C2	0.1	0.5	2	-2	14	13	0	0	12	-1	12
CC(C)N1CCCC(C)(C(=O)Nc2nc3ccccc3[nH]2)C1 (centres undefined)	-0.3	1.9	5	-10	3	15	nt	nt	-22	-5	-9
O=S(=O)(NCC(c1ccc2c(c1)OCO2)N1CCOCC1)c1ccc(Cl)cc1 (centres undefined)	-0.2	-0.4	7	5	-7	-8	-2	-3	2	1	14
CC(=O)c1c(CSc2ccccc2)oc2ccc(O)c(CN(C)C)c12	0.4	-0.4	2	-16	7	10	-31	0	-9	-8	3
Cn1cc(Br)c(C(=O)NNC(=O)Nc2ccccc2C(F)(F)F)n1	0.0	0.1	-5	1	-1	10	0	11	-22	-1	12
O=C(Nc1ncnc2c1C(c1ccccc1)c1c(ccc3ccccc13)O2)c1ccccc1 (centres undefined)	1.2	-0.6	11	34	54*	39	16	nt	4	-15	17

From PubChem
